# A-T KAP1 phos = potential ataxia-telangiectasia treatments restoring KAP-1 phosphorylation | […] A-T fibroblasts, KAP-1 phosphorylation AlphaLISA; neocarzinostatin DNA damage 30 min before lysis | Potency, µM (highest dose often 57.5 µM), inactives show at the top dose activation, hits mostly activators | 0.19% of 320,000 active; also: potency is read from the fitted curve at half-maximal effect; % of control where 0% means no effect; nearly all actives have a fitted effect of over 45% in size
#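 ATM-like activity read as KAP-1 phosphorylation via AlphaLISA donor/acceptor antibody pairs after lysis and 6 hr at 25C. Cells were ATM-null patient fibroblasts ([…], hTERT), dosed 60 min, then exposed to the DSB inducer NCS for 30 min.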
# ELG1 DNA repair = ELG1-dependent DNA repair inhibition; HEK293T ELG1-luciferase reporter, luminescence, 16 h; DNA damage induced by 5-fluorouridine; Potency, µM (titrated, usually from 46.1 µM), for the others: top-dose activity change, negative = inhibition, actives largely listed as inhibitors; 2.3% of 330,000 active; also: potency is read from the fitted curve at half-maximal effect; % is scaled to controls: 0 for no effect and ±100 for the full control effect; nearly all actives have a fitted effect of over 55% in size
#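 Luminescence from the luciferase reporter, measured 30 min after ONE-Glo reagent at room temperature, was the read-out. Beforehand, 2,000 cells per well were exposed for 16 hr at 37 °C to 5-fluorouridine together with compound or vehicle.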
# Eya2 inh = blocks the phosphatase activity of human Eya2 | Potency, µM (series often up to 76.9 µM), for inactives: top-dose activity, negative = inhibition, most hits filed as inhibitors | recombinant Eya2, OMFP fluorescence dephosphorylation (OMFP is methylfluorescein phosphate) | O00167 | 0.006% of 330,000 active | AID 488837; also: potency is read from the fitted curve at half-maximal effect; % is scaled to controls: 0 for no effect and ±100 for the full control effect
#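 Eya2 protein (added as 0.2 uM solution) was preincubated with compound for 10 min at ambient temperature in 50 mM HEPES pH 7.5, 50 mM NaCl, 5 uM MgCl2, 0.05% BSA, 1 mM DTT. OMFP (added at 50 uM) then reacted 10 min; fluorescence read at 485/525 nm.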
# TSG101-PTAP inh = blocks PTAP/TSG101 interaction to inhibit HIV-1 budding | Q99816 | Fluorescence polarization, FITC-PTAP peptide / Tsg101 binding | Potency, µM (highest dose often 115 µM), for inactives: at the highest dose activity change, negative = inhibition, usual class: inhibitors | 340,000 tested, under 10 active | AID 493005; active = well fitted inhibition curve with a large enough effect in the main read-out, with a control signal flat, not every such curve was filed as active; inconclusive = small, poorly fitted or top-dose-only effect, or effect the other way, or a change in a side signal; inactive = no such curve, though single readings can be large or run the other way; also: potency is read from the fitted curve at half-maximal effect; % of control where 0% means no effect
# Target sequence (Q99816 whole entry, looked up): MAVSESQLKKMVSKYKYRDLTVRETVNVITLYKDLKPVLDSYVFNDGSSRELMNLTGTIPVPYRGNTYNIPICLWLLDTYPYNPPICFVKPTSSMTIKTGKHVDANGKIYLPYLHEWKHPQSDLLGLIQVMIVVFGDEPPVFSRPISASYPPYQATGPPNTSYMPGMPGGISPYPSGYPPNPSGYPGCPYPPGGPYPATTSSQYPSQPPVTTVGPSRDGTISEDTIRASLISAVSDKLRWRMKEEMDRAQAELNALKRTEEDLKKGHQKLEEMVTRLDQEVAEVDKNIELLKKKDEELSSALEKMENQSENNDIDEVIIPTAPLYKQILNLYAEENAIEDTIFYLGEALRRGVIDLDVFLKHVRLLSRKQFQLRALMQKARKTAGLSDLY
#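 FP read-out: FITC-PTAP peptide, 50 nM final, binding Tsg101 binding domain, 10 uM final; 20 min, r.t.; 10 mM HEPES pH 7.5, 0.15 M NaCl, 0.01% Tween 20, 3 mM EDTA, 0.1 mM TCEP.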
# S-ASM inh = blocks human secretory acid sphingomyelinase; 0.006% of 340,000 active; placental ASM, HMU-PC fluorogenic substrate, 60 min; Potency, µM (highest dose often 57.5 µM), for the others: at the top dose activity change, negative = inhibition, usual class: inhibitors; P17405; also: potency is read from the fitted curve at half-maximal effect
#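 Human placenta-derived ASM preincubated with compound 10 min at room temperature, then reacted with 9 uM (final) fluorogenic HMU-PC substrate for 60 min at 37 C. Stop solution raises pH to 10; fluorescence read at Ex 386/Em 447 nm.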
# Mito fusion yeast = mitochondrial division inhibition or fusion activation; S. cerevisiae fusion-defective mutant growth rescue, CellTiterGlo 48 h; Potency, µM (doses to about 46.1 µM), for the others: at the highest dose growth rescue (activation), actives largely listed as activators; 0.23% of 320,000 active;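 also: potency is read from the fitted curve at half-maximal effect; % of control where 0% means no effect; nearly all actives have a fitted effect of over 45% in size; temperature-sensitive fusion mutants such as fzo1-1 at 37 °C on non-fermentable ethanol glycerol medium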
#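 Growth-rescue viability read-out: after 48 h at the non-permissive 37C in glycerol/ethanol YPEG, yeast mitochondrial fusion mutants are measured by CellTiterGlo luminescence; compounds (23 nl pinned per well) restoring growth score as division inhibitors or fusion activators.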
# TCR act = activates T cell receptor signaling; primary human leukocytes, anti-CD3, IL-2 HTRF, 48 h; Potency, µM (doses to about 9.22 µM), inactives show at the highest dose activation of IL-2 secretion, actives largely listed as activators; 330,000 tested, under 10 active; also: % of control where 0% means no effect
#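 Primary human leukocytes receive a-CD3 beads and test compound and are incubated 48 hr. Secreted IL-2 is then assayed by HTRF, measuring 665nm acceptor emission after 320nm excitation of the europium donor.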
# TSHR antag = antagonists of human thyroid stimulating hormone receptor; 0.2% of 330,000 active; activity change, negative = inhibition, % at 11.5 µM; TSHR-expressing cells, TSH-stimulated cAMP HTRF, 2 h; active compounds read low;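 active = activity change below a set negative limit, meaning inhibition stronger than a set level, cut at about -70% in these data; inconclusive = activity change between two set negative limits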; also: % is scaled to controls: 0 for no effect and ±100 for the full control effect
#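 Competitive HTRF cAMP read-out (cryptate anti-cAMP antibody, cAMP-d2; 30 min, room temperature) in freshly harvested TSHR cells. Compounds added before TSH at EC80 (4nM final), followed by 2 hours' incubation at 37 deg C.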
# Tb PFK block = T. brucei PFK enzyme inhibition. O15648. 0.17% of 330,000 active. Potency, µM (series often up to 57.5 µM), for the others: top-dose activity, negative = inhibition, hits mostly inhibitors. AID 485367. T. brucei PFK, ADP-Glo luminescence;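 also: potency is read from the fitted curve at half-maximal effect; 0% = uninhibited 1x PFK enzyme wells and -100% = no-enzyme wells; nearly all actives have a fitted effect of over 60% in size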
# Target sequence (O15648 whole entry, looked up): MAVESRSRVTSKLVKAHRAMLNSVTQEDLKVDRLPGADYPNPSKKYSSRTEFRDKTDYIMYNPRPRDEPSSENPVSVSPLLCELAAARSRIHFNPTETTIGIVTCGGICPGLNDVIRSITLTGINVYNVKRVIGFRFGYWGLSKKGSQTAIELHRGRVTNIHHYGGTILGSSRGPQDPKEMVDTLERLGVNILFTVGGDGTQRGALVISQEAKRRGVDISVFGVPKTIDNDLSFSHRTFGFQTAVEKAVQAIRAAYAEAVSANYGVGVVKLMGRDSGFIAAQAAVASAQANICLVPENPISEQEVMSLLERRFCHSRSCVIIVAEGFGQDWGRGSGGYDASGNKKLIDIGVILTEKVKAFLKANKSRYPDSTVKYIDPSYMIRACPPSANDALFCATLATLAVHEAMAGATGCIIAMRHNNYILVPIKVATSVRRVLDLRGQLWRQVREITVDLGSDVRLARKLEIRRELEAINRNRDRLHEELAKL
#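 ADP-Glo luminescence quantified ADP after 45 min at room temperature, with 1.25 nM T. brucei PFK, 0.1 mM ATP and 0.5 mM fructose-6-phosphate in pH 8.0 TEA buffer. qHTS titrations up to 57 µM; curves classified by quality.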
# BCR signal inh = inhibitors of chronic active B-cell receptor signaling; ABC-DLBCL IkBa-CBG/CBR reporter, luminescence ratio, 4 h; Potency, µM (series often up to 46.1 µM), inactives show at the top dose ratio change, negative = lower green/red ratio, hits mostly inhibitors; 0.05% of 340,000 active; AID 493014; active = well fitted inhibition curve with a large enough effect in the signal ratio, with a control signal flat, not every such curve was filed as active; inconclusive = small, poorly fitted or top-dose-only effect, or effect the other way, or a change in a side signal; the % refers to the signal ratio;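 also: potency is read from the fitted curve at half-maximal effect; plate controls were basal doxycycline-induced cells for no effect and cells given 10 µM MG132 for full effect; MG132 reads +100%, hits lower the ratio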
#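 TMD8 human ABC-DLBCL cells with doxycycline-inducible IκBα–green luciferase fusion and unfused red luciferase, in 0.5% FBS medium; compounds up to 46 uM, 4 h at 37C. Green/red luminescence ratio, filter-overlap corrected, fitted to concentration-response curves.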
# a7 integrin act = integrin-mediated muscular dystrophy alleviation activation; alpha7betagal myoblasts, beta-gal FDG fluorescence, 48 h; Potency, µM (top dose mostly 38.3 µM), for the others: at the top dose activation, actives largely listed as activators; 0.064% of 350,000 active;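 also: potency is read from the fitted curve at half-maximal effect; 100% = response of the positive control SU9516; nearly all actives have a fitted effect of over 60% in size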
#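 Alpha7betagal+/- myoblasts (passage 13) were plated 16-24 hr, then exposed to compounds (1:260 dilution of DMSO stock) for 48 hours at 37C. After MPER lysis, β-galactosidase reporter activity was read as FDG fluorescence (ex 480/em 540) after 30 minutes.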
# An asterisk follows results filed as active; u = inconclusive; x = no result given; [ ] = dose if it differs, or a comment. Unless noted, calls follow the shape of the dose curve; as a rule, active = well fitted curve in the direction sought with a large enough effect; inconclusive = small, poorly fitted or top-dose-only effect, or another doubt; inactive = no such curve, though single readings can be large; an effect the other way counts as inactive or inconclusive.
# Order of values: A-T KAP1 phos	ELG1 DNA repair	Eya2 inh	TSG101-PTAP inh	S-ASM inh	Mito fusion yeast	TCR act	TSHR antag	Tb PFK block	BCR signal inh	a7 integrin act
> COc1cccc(OCCCCN2CCCCC2)c1
    -5%	3%	6%	-7%	5%	-2%	10%	15	3%	3%	-7%[7.66 µM]
> CSc1ncccc1C(=O)Nc1nc2ccc(Oc3ccccc3)cc2s1
    7%	u	-5%	2%	-6%	13µM*	3%[46.1 µM]	-9	-4%	u	u
> CNc1ccccc(-c2ccc3ccccc3n2)c1=O
    -6%	u	2%	-10%	-2%	18%	-1%[46.1 µM]	-5	-6%	0%	u
> Cc1ccc(C)c(NC(=S)NCC(c2cccnc2)N2CCOCC2)c1 (centres undefined)
    6%	11%	4%	-1%	4%	-2%	0%[46.1 µM]	-1	0%	-14%	-7%
> COc1ccc(Nc2nc(N)c([N+](=O)[O-])c(NCc3ccccc3)n2)cc1
    30%	-12%	-27%	2%	-25%	13%	-7%	13	0%	u	0%
> Cc1nn(CC(=O)Nc2cccc(S(N)(=O)=O)c2)c(C)c1[N+](=O)[O-]
    x	-20%	2%	0%	-1%	-8%	0%[46.1 µM]	16	u	-3%	-44%
> O=S(=O)(c1ccccc1)c1cccc(S(=O)(=O)N2CCCCC2)c1
    22%	u	-1%	-6%	0%	25%	x	-28	-12%	u	u
> O=C(/C=C/c1cccc([N+](=O)[O-])c1)NCCN1CCOCC1
    8%	9%	u	-6%	-1%	3%	x	-4	-2%	u	3%
> C[C@@H]1NC(=O)c2cc([N+](=O)[O-])cc(I)c2OCC[C@@H](C(N)=O)NC(=O)[C@H](CCC(=O)O)NC1=O
    10%	-6%	12%	x	x	4%	x	0	0%	2%	x
> O=C(NC1CCCc2ccccc21)c1ccc(S(=O)(=O)N2CCOCC2)cc1 (centres undefined)
    0%	4%	-3%	-2%	-1%	-2%	10%	19	-4%	2%	2%
> O=C(NC(=S)N(CC1CCC1)CC1CCCO1)c1cccc([N+](=O)[O-])c1 (centres undefined)
    0%	-8%	-1%	0%	-2%	-1%	7%	-2	u	-9%	-37%
> Cc1c(NC(=O)c2cccnc2Cl)c(=O)n(-c2ccccc2)n1C
    13%	0%	-9%	0%	1%	8%	-3%	34	1%	0%	2%
> Cc1cccc(CN2CCN(Cc3cccc4nonc34)CC2CCO)n1 (centres undefined)
    6%[11.5 µM]	0%	2%	-2%	6%	-4%	8%	1	-2%	0%	-15%
> CCOc1ccccc1NC(=O)/C=C/C(N)=O
    6%	-7%	-9%	-3%	4%	-4%	-2%	9	3%	u	-76%[inhibitor]
> COc1cccc(-c2nc3ccc(C(=O)NC(C)Cc4cccnc4)cc3o2)c1 (centres undefined)
    -3%	u	4%	-6%	1%	1%	-3%	-21	0%	u	28%
> O=C(Nc1ccccc1C(=O)O)c1ccc2c(c1)C(=O)N(c1cccc([N+](=O)[O-])c1)C2=O
    -10%	1%	u	0%	-4%	1%	0%	4	-5%	u	-2%
> CCCCC(=O)N(c1ccc(OCC)cc1)C1C=CS(=O)(=O)C1 (centres undefined)
    5%	17%	10%	0%	3%	-2%	-2%	-9	-6%	2%	0%
> Clc1ccc(-c2nnc(-c3ccccc3)o2)c(Cl)c1
    3%	u	-7%	-10%	-4%	1%	-4%	-3	-2%	0%	21%[7.66 µM]
> COC(=O)c1ccc(OCCOCCOc2cccc3ccc(C)nc23)cc1
    2%	u	1%	-3%	3%	-7%	1%[46.1 µM]	4	0%	u	-7%
> COc1cccc(CN(C)C(=O)c2ccc(S(=O)(=O)N3CCCC3)cc2)c1OC
    2%	11%	9%	-3%	-1%	-1%	3%	-9	-6%	2%	-11%
> COc1ccc(-c2c(C(=O)O)nc3ccccc3c2C(=O)O)cc1
    -12%	2%	12%	-3%	7%	-5%	14%	4	1%	11%	3%[7.66 µM]
> O=C(NCCc1ccc(Cl)cc1)C1CCC(=O)N(C2CCCCCC2)C1 (centres undefined)
    2%	-1%	0%	0%	2%	11%	-3%	-2	2%	5%	1%
> N#C/C(=C/c1cccc(O)c1)C(=O)NCc1ccc(Cl)cc1
    1%	u	0%	-10%	-1%	3%	-6%	61	-8%	u	-32%
> CN1C(=O)/C(=C/c2ccc(OC(=O)c3ccco3)cc2)SC1=S
    -11%	16%	-6%	5%	-5%	2%	4%	-2	1%	-16%	-18%
> CCOC(=O)c1ccc(NC(=O)CN2C(=O)C(=O)N(CC(C)C)C2=O)cc1
    -2%	u	19%	-7%	-9%	0%	0%	4	-2%	8%	-1%
> Cc1ccccc1NC(=O)CC(C)S(=O)(=O)c1ccc2c(c1)NC(=O)CO2 (centres undefined)
    19%	0%	10%	0%	0%	8%	3%	38	-4%	u	14%
> Cc1c(N(C)CS(=O)(=O)O)c(=O)n(-c2ccccc2)n1C
    17%	7%	2%	0%	-4%	-7%	5%	-3	1%	-12%	x
> O=C(Cc1cccs1)Nc1cccc(C(=O)Nc2ccc(C(=O)O)cc2)c1
    2%	u	15%	-4%	1%	3%	-6%	-6	4%	-4%	6%
> Cc1ccc(C(OC(=O)c2ccco2)C(=O)NC2CCCCC2)cc1 (centres undefined)
    2%	-6%	13%	-3%	4%	-3%	x	-6	2%	-9%	6%
> CCOC(=O)C1=CN(Cc2cccc(F)c2)S(=O)(=O)N(C)C1CCc1ccccc1 (centres undefined)
    12%	-25%	-1%	0%	-1%	x	1%[46.1 µM]	-1	4%	3%	15%

# Three of the entries above in order of their number in TCR act, descending.
molecule	TCR act
O=C(NC1CCCc2ccccc21)c1ccc(S(=O)(=O)N2CCOCC2)cc1 (centres undefined)	10%
CCOc1ccccc1NC(=O)/C=C/C(N)=O	-2%
Cc1c(NC(=O)c2cccnc2Cl)c(=O)n(-c2ccccc2)n1C	-3%

# Results in Tb PFK block and Mito fusion yeast, for 2 of the compounds above:
Molecule,Tb PFK block,Mito fusion yeast
Cc1ccc(C(OC(=O)c2ccco2)C(=O)NC2CCCCC2)cc1 (centres undefined),2%,-3%
CCOC(=O)C1=CN(Cc2cccc(F)c2)S(=O)(=O)N(C)C1CCc1ccccc1 (centres undefined),4%,x

# Continued.
# Order of values: A-T KAP1 phos	ELG1 DNA repair	Eya2 inh	TSG101-PTAP inh	S-ASM inh	Mito fusion yeast	TCR act	TSHR antag	Tb PFK block	BCR signal inh	a7 integrin act
> CC1c2cc3c(cc2CCN1CC(=O)Nc1ccccc1)OCCCO3 (centres undefined)
    3%	u	-2%	-8%	-4%	-3%	3%	0	-6%	u	9%
> COc1ccc(CNC(=O)CN(c2ccccc2OC)S(=O)(=O)c2cccs2)cc1
    11%	u	2%	0%	6%	x	-4%	x	-2%	-4%	15%
> O=C(c1ccccc1)c1ccc2nc(N3CCN(C(=O)c4ccco4)CC3)c3nncn3c2c1
    8%	21µM*	-2%	1%	-17%	7%	-3%	5	1%	2%	-20%
> CC(NC(=S)NNS(=O)(=O)c1ccc(C(C)(C)C)cc1)c1ccccc1 (centres undefined)
    -27%	u	u	-1%	-7%	5%	-1%	-8	-4%	-3%	-20%
> COc1ccc2cc(CCNC(=O)c3c(-c4ccccc4Cl)noc3C)c(=O)[nH]c2c1
    0%	u	-4%	-10%	-6%	1%	2%	8	-1%	4%	15%
> COc1ccc2[nH]c(C(O)(Cc3cccnc3)Cc3cccnc3)cc2c1
    1%	-20%	3%	1%	-3%	-3%	0%[46.1 µM]	13	-5%	1%	-7%
